# ASK1 inh: ASK1 kinase inhibitors, primary screen, biochemical, AlphaScreen | Mitogen-activated protein kinase kinase kinase 5 (Homo sapiens), Q99683 | AlphaScreen MKK6 phosphorylation by ASK1, luminescence | inhibition, % at 7.44 µM | 0.99% of 22,000 active; in the data active means inhibition above about 35%;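 further: 0% = median of compound wells and 100% = no enzyme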
# ULK1 inh: ULK1 kinase inhibitors, primary screen, biochemical, AlphaScreen; 1.9% of 30,000 active; inhibition, % at 5.96 µM; AlphaScreen Atg13 phosphorylation by ULK1, luminescence; in the data active means inhibition above about 43%;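 further: 0% = median of compound wells and 100% = no enzyme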
# Target sequence (O75385 whole entry, looked up): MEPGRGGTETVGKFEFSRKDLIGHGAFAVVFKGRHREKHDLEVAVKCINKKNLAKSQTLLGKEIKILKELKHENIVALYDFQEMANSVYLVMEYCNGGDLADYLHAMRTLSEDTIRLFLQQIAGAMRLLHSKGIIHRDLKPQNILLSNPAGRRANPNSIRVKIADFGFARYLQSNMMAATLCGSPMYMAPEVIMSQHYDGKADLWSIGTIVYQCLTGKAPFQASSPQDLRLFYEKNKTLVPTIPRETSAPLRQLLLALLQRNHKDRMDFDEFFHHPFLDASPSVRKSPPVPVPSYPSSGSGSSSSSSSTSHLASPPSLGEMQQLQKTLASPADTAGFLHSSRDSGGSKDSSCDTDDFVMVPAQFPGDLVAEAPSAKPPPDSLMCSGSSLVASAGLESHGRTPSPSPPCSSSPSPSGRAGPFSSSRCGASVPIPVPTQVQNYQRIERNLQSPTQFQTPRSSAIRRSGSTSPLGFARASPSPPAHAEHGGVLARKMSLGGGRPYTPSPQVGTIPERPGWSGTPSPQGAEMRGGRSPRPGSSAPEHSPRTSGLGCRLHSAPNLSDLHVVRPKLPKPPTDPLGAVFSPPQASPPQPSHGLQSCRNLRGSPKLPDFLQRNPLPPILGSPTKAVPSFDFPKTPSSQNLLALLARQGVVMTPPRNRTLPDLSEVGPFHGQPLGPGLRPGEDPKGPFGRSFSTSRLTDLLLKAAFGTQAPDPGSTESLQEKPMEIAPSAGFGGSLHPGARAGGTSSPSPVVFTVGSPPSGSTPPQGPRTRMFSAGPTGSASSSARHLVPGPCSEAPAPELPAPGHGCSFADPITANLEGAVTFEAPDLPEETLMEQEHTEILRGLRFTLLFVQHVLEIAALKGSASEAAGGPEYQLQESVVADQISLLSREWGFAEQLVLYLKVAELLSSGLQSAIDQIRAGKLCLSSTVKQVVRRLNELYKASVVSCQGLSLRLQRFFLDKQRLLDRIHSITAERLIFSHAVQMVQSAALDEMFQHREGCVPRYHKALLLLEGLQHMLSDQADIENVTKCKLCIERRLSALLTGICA
# * marks the source's active call; other numbers are inactive results; nt = not tested or not shown; & = joins results of further samples. The order is random. Share with any hit: about 3%.
# Values run as follows: ASK1 inh, ULK1 inh
1: CCCNc1ncnc2c1nc(Nc1cc(OC)c(OC)c(OC)c1)n2C(C)C
 : 6, 3
2: COc1ccc(-c2nc(Nc3ccc(NC(C)=O)cc3)c3[nH]cnc3n2)cn1
 : 4, 1
3: NC(C(=O)N1CCCC(Nc2ccc3[nH]ncc3c2)C1)c1cccc(F)c1 (stereo unspecified)
 : -11, 13
4: Cc1cc(NCCN2CCOCC2)nc(N2CCC(N3CCOCC3)CC2)n1
 : -7, 6
5: CCCCc1cc2ccccc2c(OCCN(C)C)n1
 : nt, 4
6: O=C(NC1CC1)c1ccc(-c2nc(NCc3ccccc3)c3[nH]cnc3n2)cc1
 : -15, -20
7: Clc1ccccc1Nc1ccc2c(cnn2-c2cccc(OCCN3CCOCC3)c2)c1
 : 9, -24
8: CCN(CC)C(=O)C1CCCN(c2nc(Nc3ccc(Oc4ccccc4)cc3)c3[nH]cnc3n2)C1 (stereo unspecified)
 : -2, -24
9: COc1cccc(CNC(=O)CNc2ccc(-c3ncnc4[nH]ccc34)cc2C(=O)N2CCOCC2)c1
 : -10, 21
10: OCCNc1nc(N2CCOCC2)nc2c1ncn2-c1ccccc1
 : 6, 7

# Further entries:
# Values run as follows: ASK1 inh, ULK1 inh
11: CCN1C(=O)NC(c2ccccc2)C1=O (stereo unspecified)
 : nt, 5
12: COc1ccc2[nH]c(=S)[nH]c2c1
 : nt, 6
13: O=C(Nc1ccc(N2CCOCC2)cc1)c1cc(NC2CCC(O)CC2)nc2ccccc12 (stereo unspecified)
 : -2, 8
14: COc1ccc(-c2ccc(C(=O)NCCO)s2)cn1
 : 1, 5
15: COc1cc(Nc2ncnc3c2nc(-c2ccc(C(=O)N4CCN(C)CC4)cc2)n3C(C)C)cc(OC)c1OC
 : -9, -18
16: CCN(Cc1cccc(OC)c1)C(=O)Nc1ccc(-c2cn[nH]c2)cn1
 : -13, 2
17: COc1ccc(CCNC(=O)Cc2cn(-c3ccc(N4CCN(Cc5ccc6c(c5)OCO6)CC4)nn3)c3ccccc23)cc1
 : 25, 15
18: COc1ccc2c3c1O[C@H]1C[C@@H](O)C=C[C@@]31CCN(C)C2
 : nt, -6
19: CCCC(=O)c1cc(F)ccc1OCC(O)CNC(C)(C)C (stereo unspecified)
 : nt, 12
20: OCC1OC(OC2C(CO)OC(Nc3ccccc3)C(O)C2O)C(O)C(O)C1O (stereo unspecified)
 : nt, 4

# Remaining list, next part.
# Values run as follows: ASK1 inh, ULK1 inh
21: COc1ccc(CCNC(=O)c2cccc(Nc3ccc4ncccc4c3)c2)cc1
 : -3, -15
22: CC(C)n1c(N2CCN(Cc3ccc4c(c3)OCO4)CC2)nc2c(NCc3cccc(C(F)(F)F)c3)ncnc21
 : 14, -12
23: COc1ccc2c(c1)CCC2C(=O)Nc1cc(Nc2ccccc2-c2ncn[nH]2)ccn1 (stereo unspecified)
 : -3, -23
24: CN(C)c1cccc(Nc2nc(NCCc3ccc(O)cc3)c3ncn(C4CCCCC4)c3n2)c1
 : 38*, 21
25: O=C1CCCN1CCCNc1nc(Nc2ccc(C(F)(F)F)cc2)nc2c1ncn2Cc1ccc(C(F)(F)F)cc1
 : -3, -27
26: CCCCCCCCCCCCCCCCNc1ccc(C(=O)O)cc1
 : nt, 2
27: N#Cc1ccccc1Nc1cc(NC(=O)Cc2ccc([N+](=O)[O-])cc2)ncc1C(F)(F)F
 : 6, 0
28: CN1CCN(c2ccc(-c3cccc(C(N)=O)c3)cc2)CC1
 : 6, 3
29: COc1cc2nc(NCCN3CCOCC3)nc(NCc3ccccc3)c2cc1OC
 : 1, 2
30: COc1ccc2c(c1)C[C@H](C(=O)Nc1ccc(-c3cn[nH]c3)cc1O[C@H]1CCN(C)C1)CO2
 : -4, 9

# Going on with the list.
# Values run as follows: ASK1 inh, ULK1 inh
31: N[C@@H](C(=O)N[C@@H]1C(=O)N2C(C(=O)O)=C(Cl)CS[C@H]12)c1ccccc1
 : nt, -4
32: CC(C)c1nnc(-c2cc3ccccc3n2Cc2ccccc2)o1
 : nt, -5
33: O=C(NC1CC1)c1ccc(-c2nc(C(=O)NCc3nc4ccccc4[nH]3)cs2)cc1
 : -13, 20
34: O=C(CSc1nc2ccccc2o1)N/N=C/c1ccccc1[N+](=O)[O-]
 : nt, 0
35: CC(C)Sc1nc2c(c(=O)n(C)c(=O)n2C)n1Cc1ccc(Cl)cc1
 : nt, 2
36: O=C(Nc1ccc(-c2cn[nH]c2)cc1OCCO)C1COc2ccccc2O1 (stereo unspecified)
 : -8, -6
37: CN(C)c1cccc(Nc2cc(C(=O)Nc3ccc4c(c3)OCO4)c3ccccc3n2)c1
 : 28, 15
38: COc1ccc(CCNc2nc(Nc3ccc(N4CCOCC4)cc3)nc3c2ncn3-c2ccccc2)cc1
 : 37*, 12
39: CC(C)n1c(N2CCc3ccccc3C2)nc2c(NCCO)ncnc21
 : 0, 4
40: O=C1CCCN1CCCNc1nc(N2CCOCC2)nc2c1ncn2-c1ccsc1
 : 0, 4

# The listing continues:
# Values run as follows: ASK1 inh, ULK1 inh
41: N[C@H](Cc1ccc(Br)cc1)C(=O)N1CCC(Nc2ccc3[nH]ncc3c2)C1 (stereo partly specified)
 : -4, 27
42: Cc1cnc(-c2ccc3[nH]ccc3c2)nc1NCc1ccccc1
 : -5, 23
43: Cc1ncn(-c2ccc(Nc3ncc4cccc(-c5cnn(-c6ccccc6)c5)c4n3)cc2)n1
 : 10, 16
44: Fc1ccc(-n2ncc3ccc(-c4ncn[nH]4)cc32)cc1
 : 0, -4
45: CC(=O)c1cccc(-c2nc(C(=O)NCCOc3ccccc3)cs2)c1
 : -7, -6
46: NC(=O)c1csc(-c2cccs2)n1
 : 6, 2
47: c1ccc(-c2ccc(C(c3ccccc3)n3ccnc3)cc2)cc1 (stereo unspecified)
 : nt, 0
48: NC(=O)C1CCN(c2ccc(N3CCC(N4CCOCC4)CC3)nn2)CC1
 : -6, -10
49: COc1cc(-c2cn[nH]c2)ccc1NC(=O)C1COc2ccc(Cl)cc2C1 (stereo unspecified)
 : 10, -1
50: CC(C)n1c(-c2cccc(N)c2)nc2c(NCCO)ncnc21
 : 0, -6

# Next section.
# Values run as follows: ASK1 inh, ULK1 inh
51: COCCCOc1ccnc(CS(=O)c2nc3ccccc3[nH]2)c1C (stereo unspecified)
 : nt, 0
52: CC(C)n1cnc2c(NCc3cccc(C(F)(F)F)c3)nc(-c3cccs3)nc21
 : 0, -23
53: COc1cc(N2CCOCC2)ccc1Nc1cc(NC(C)(C)c2ccccc2)c(C(F)(F)F)cn1
 : -13, 22
54: CN1CCN(c2ccc(-c3nc(NCc4ccccc4)c4ncn(CCN5CCCC5=O)c4n3)cc2)CC1
 : 1, 2
55: CC(C)n1cnc2c(NCc3cccc(C(F)(F)F)c3)nc(Nc3ccnn3C)nc21
 : 5, -7
56: O=C1CCCN1CCn1cnc2c(NCCN3CCOCC3)nc(-c3ccc(N4CCOCC4)nc3)nc21
 : -9, 1
57: COc1cc(C)c(C)cc1S(=O)(=O)NCCc1csc(-c2ccc(Cl)cc2)n1
 : nt, -12
58: COc1ccc2c(c1)CC(C(=O)Nc1ccc(-c3cn[nH]c3C)cc1N(C)CCN(C)C)CO2 (stereo unspecified)
 : 10, -3
59: c1ccc2c(Nc3nc(NC4CC4)c4ncn(-c5ccsc5)c4n3)nccc2c1
 : -7, -2
60: CC(=O)c1ccc(Nc2nccc(-c3ccccc3)n2)cc1
 : 11, -4

# (listing goes on)
# Values run as follows: ASK1 inh, ULK1 inh
61: Nc1cc(C(Cl)=C(Cl)Cl)c(S(N)(=O)=O)cc1S(N)(=O)=O
 : nt, 4
62: Cc1cc(NC2CCN(Cc3ccccc3)CC2)nc(NC2CCN(Cc3ccccc3)CC2)n1
 : -16, -2
63: NC1CCC(C(=O)Nc2cccc3cnccc23)CC1 (stereo unspecified)
 : -3&-12, 14&19
64: Cc1[nH]ncc1-c1ccc(NC(=O)[C@@H]2Cc3ccccc3CN2)c(OCCN(C)C)c1
 : -2, 13
65: COC(=O)c1ccccc1Oc1nc(OC)nc(OC)n1
 : nt, 1
66: OC[C@H]1OC(O)[C@H](O)[C@@H](O)[C@H]1O (stereo partly specified)
 : nt, 10
67: CCCCCC(O)CCC(=O)NNC1=CC(=O)CC(C)(C)C1 (stereo unspecified)
 : nt, 1
68: NC(=O)c1cc(N2CCN(c3ccccn3)CC2)nc2ccccc12
 : 1, -3
69: CN(C)c1cccc(Nc2nccc(NCc3ccccc3)n2)c1
 : 18, 2
70: COC(=O)C1[C@H]2C[C@@H]3c4[nH]c5cc(OC)ccc5c4CCN3C[C@H]2C[C@@H](OC(=O)c2cc(OC)c(OC)c(OC)c2)[C@@H]1OC (stereo partly specified)
 : nt, 4

# (further entries)
# Values run as follows: ASK1 inh, ULK1 inh
71: COc1ccc(-c2ccc(C(=O)NCCCN3CCCC3=O)s2)cn1
 : -4, 4
72: Cc1cc(N/N=C\c2ccc(O)cc2)nc(NS(=O)(=O)c2ccccc2)n1
 : nt, 1
73: CC(=O)NCC1(c2ccccc2)CCN(CC2COc3ccccc3O2)CC1 (stereo unspecified)
 : nt, 2
74: CNCCC(Oc1ccccc1OC)c1ccccc1 (stereo unspecified)
 : nt, -3
75: Cc1c(Br)c(C(F)(F)F)nn1CC(=O)NCc1cccs1
 : nt, -3
76: CCN(CC)c1nc(NCCCN2CCCC2=O)nc(Nc2ccncn2)n1
 : -8, 17
77: CCOc1ccc2nc(S(N)(=O)=O)sc2c1
 : nt, -1
78: CC(=O)Nc1ccc(Nc2nc(Nc3ccc4ncccc4c3)nc3c2ncn3-c2ccccc2)cc1
 : 32, 14
79: COc1cccc(CNC(=O)C(O)c2ccc(-c3ccncc3)cc2)c1 (stereo unspecified)
 : -18, -9
80: c1ccc(OCCNc2nc(Nc3ccccn3)nc3c2ncn3-c2ccsc2)cc1
 : -5, -15

# Continuation:
# Values run as follows: ASK1 inh, ULK1 inh
81: Cc1cc(NC2CCN(Cc3ccccc3)CC2)nc(Nc2ccc(N3CCOCC3)cc2)n1
 : 40*, 6
82: Cc1n[nH]c(C)c1-c1ccc(CC(N)c2nc3ccc(-c4c(C)n[nH]c4C)cc3[nH]2)cc1 (stereo unspecified)
 : -11, -3
83: O=C(NNC(=O)c1ccccc1[N+](=O)[O-])c1ccccc1[N+](=O)[O-]
 : nt, -6
84: CC(C)(C)OC(=O)N[C@@H](c1ccccc1)c1nc(-c2ccc(-c3ccncc3)cc2)no1
 : -25, -5
85: Nc1nc(NCCCN2CCCC2=O)cc(NCCOc2ccccc2)n1
 : 11, 0
86: CCCNc1nc(OC)nc(-c2ccc(OC)nc2)n1
 : 8, -4
87: Cc1cc(NCc2ccccc2)nc(Nc2ccccc2)n1
 : -3, -28
88: O=C(Nc1ccc2c(c1)OCO2)c1ccc2nc(N3CCN(c4ccccn4)CC3)sc2c1
 : 31, 30
89: CN1CCCC(NC(=O)c2cccc(-n3cc(NC(=O)Nc4ccccc4Cl)cn3)c2)C1 (stereo unspecified)
 : 2, -6
90: COC(=O)c1sc(SC)nc1Nc1ccnc(Nc2cc(OC)ccc2OC)c1
 : 13, -2

# (next part)
# Values run as follows: ASK1 inh, ULK1 inh
91: CC(=O)Nc1ccc(Nc2cc(-c3ccccc3)ncn2)cc1
 : -5, -19
92: O=C1CCCN1CCCNc1nc(N2CCN(c3ccccn3)CC2)nc2c1ncn2C1CCCCC1
 : 5, -3
93: O=C(Cc1cn(-c2ccc(Nc3ccc(-n4ccnc4)cc3)nn2)c2ccccc12)NCc1nc2ccccc2[nH]1
 : 7, 14
94: c1ccc2c(c1)CC(c1nc3c(OC4CCOC4)cc(-c4cn[nH]c4)cc3s1)CO2 (stereo unspecified)
 : -11, 1
95: O=S(=O)(Cc1ccccc1)Nc1ccc(-c2cn[nH]c2)cc1
 : -9, -6
96: COc1ccc(CCNc2ncnc3c2nc(Nc2cc(OC)c(OC)c(OC)c2)n3C(C)C)cc1
 : 0, -3
97: N#Cc1cc(-c2ccnc(Nc3ccc(-n4cc(-c5cccnc5)nn4)cc3)n2)cc(N2CCOCC2)c1
 : -18, 5
98: COc1ccc(CN2CCN(CC3CC4C=CC3C4)CC2)cc1 (stereo unspecified)
 : nt, 1
99: N[C@H](Cc1ccccc1)c1nc2ccc(-c3ccncc3)cc2[nH]1
 : 3, 0
100: Cc1ccccc1NC(=O)Cn1cnc2ccccc2c1=O
 : nt, -6

# Additional compounds.
# Values run as follows: ASK1 inh, ULK1 inh
101: CC(C)N(CCNc1cc(NC2CCC(O)CC2)ncn1)C(C)C (stereo unspecified)
 : -10, -6
102: CN(C)c1cccc(Nc2cc(NCCO)nc(N)n2)c1
 : 4, 2
103: O=C(Nc1ccc2[nH]ncc2c1)C1CCN(C(=O)C(O)c2ccc(C(F)(F)F)cc2)CC1 (stereo unspecified)
 : 0, 11
104: O=C(NCCN1CCOCC1)c1ccnc(Nc2ccc(-n3ccnc3)cc2)c1
 : -11, 0
105: Oc1ccc(CCNc2nc(N3CCC(N4CCOCC4)CC3)nc3nc[nH]c23)cc1
 : -9, 2
106: c1ccc(-n2cc(-c3ccncc3)cn2)cc1
 : nt, 18
107: Cc1cc(NCc2nc3ccccc3[nH]2)nc(-c2csc3ccccc23)n1
 : -16, -6
108: COc1ccc2c(c1)CC(C(=O)Nc1ccc(-c3cn[nH]c3)cc1OCC1CCCO1)CO2 (stereo unspecified)
 : -4, -9
109: Cc1nn(C)c(C)c1-c1cc(N)ncn1
 : 5, -5
110: COc1ccc(CCNC(=O)c2cccc(NCCCN3CCCC3=O)c2)cc1
 : -3, -7
111: O=C(NC1CC1)c1cnc(Nc2ccncc2)s1
 : 6, 15
